# STK33 kinase inh: human STK33 kinase inhibition; inhibition, % at 10 µM; purified STK33, MBP phosphorylation, ADP-Glo luminescence; AID 2661; actives 0.073% (n = 320,000);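 active = inhibition at or above 25%, using the most active replicate where run in duplicate; inactive = inhibition below 25%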
# Target sequence (Q9BYT3 whole entry, looked up): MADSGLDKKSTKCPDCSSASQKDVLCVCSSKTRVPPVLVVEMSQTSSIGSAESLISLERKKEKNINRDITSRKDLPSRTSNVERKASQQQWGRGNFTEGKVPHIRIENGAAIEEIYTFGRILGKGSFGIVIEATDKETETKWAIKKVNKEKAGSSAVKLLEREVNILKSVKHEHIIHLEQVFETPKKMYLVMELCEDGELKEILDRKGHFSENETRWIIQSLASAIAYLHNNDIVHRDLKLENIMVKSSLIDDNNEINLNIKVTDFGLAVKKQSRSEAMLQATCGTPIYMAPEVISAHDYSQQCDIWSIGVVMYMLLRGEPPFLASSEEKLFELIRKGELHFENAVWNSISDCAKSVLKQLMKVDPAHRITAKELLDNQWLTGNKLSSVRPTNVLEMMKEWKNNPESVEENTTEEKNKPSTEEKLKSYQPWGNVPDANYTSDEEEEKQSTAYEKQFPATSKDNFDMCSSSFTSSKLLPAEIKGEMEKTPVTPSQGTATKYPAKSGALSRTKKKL
# CHT PAM: allosterically activates the human high affinity choline transporter. Q9GZV3. CHT-expressing cells, membrane potential dye, choline EC20; hits give high values; LV-AA mutant CHT in HEK293 cells. B-score at 10 µM. actives 0.49% (n = 310,000);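 active = initial fluorescence not abnormally high and integrated response B-score, plate-corrected, over 3 SD above library mean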
# Target sequence (Q9GZV3 whole entry, looked up): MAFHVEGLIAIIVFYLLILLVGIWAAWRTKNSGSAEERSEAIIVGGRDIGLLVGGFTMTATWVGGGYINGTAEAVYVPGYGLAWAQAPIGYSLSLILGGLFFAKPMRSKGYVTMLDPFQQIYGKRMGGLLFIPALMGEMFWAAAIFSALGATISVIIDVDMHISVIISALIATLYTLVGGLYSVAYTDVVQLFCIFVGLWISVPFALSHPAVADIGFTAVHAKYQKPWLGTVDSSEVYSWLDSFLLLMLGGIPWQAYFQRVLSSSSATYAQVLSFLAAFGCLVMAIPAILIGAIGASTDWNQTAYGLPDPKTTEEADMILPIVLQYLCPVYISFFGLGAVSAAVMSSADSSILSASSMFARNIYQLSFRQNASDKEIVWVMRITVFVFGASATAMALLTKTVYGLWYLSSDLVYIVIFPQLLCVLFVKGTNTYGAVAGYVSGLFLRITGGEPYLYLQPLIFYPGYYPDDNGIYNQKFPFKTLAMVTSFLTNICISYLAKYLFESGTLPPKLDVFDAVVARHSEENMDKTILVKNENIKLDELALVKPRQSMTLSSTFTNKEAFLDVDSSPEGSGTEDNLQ
# CHT block: inhibitors of human choline transporter CHT; CHT-expressing cells, membrane potential dye, choline response; hits give low values; B-score at 10 µM; actives 0.86% (n = 310,000);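 active = B-score over 3 SD under the library average, and starting fluorescence ratio not unusually high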;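 note: choline stimulus applied at its EC90 after an EC20 pre-addition; B-score computed on integrated fluorescence ratio after choline addition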
# * hit, by the source's call; i = inactive.
SMILES,STK33 kinase inh,CHT PAM,CHT block
O=[N+]([O-])c1cccc(N/N=C/c2cccc3ccccc23)c1,-0.3,i,i
O=C(Nc1ccncc1)c1cccc(S(=O)(=O)N2CCc3ccccc32)c1,-0.5,i,i
O=C(C1CCC1)N1CCCc2cc(S(=O)(=O)N3CCN(c4ccccc4)CC3)ccc21,-1.2,i,i
CCCCOC(=O)CCNc1n[nH]c(=O)[nH]c1=O,-3.1,i,i
O=C(NCCCn1ccnc1)c1ccc(COc2ccccc2)o1,0.8,i,i
COc1ccc(Cn2c(O)c(C=Nc3ccc(C)cc3)c3ccccc3c2=O)cc1,-0.4,i,i
CCNC(=S)N/N=C/c1c(Cl)cccc1Cl,-1.2,i,i
CC(C)c1ccc(NC(=O)CCC(=O)NCc2ccco2)cc1,-0.5,i,i
Cc1ccc(CNC(=O)CCNS(=O)(=O)c2ccc(C)cc2)cc1,-0.4,i,i
COc1ccc(NC(=O)CN(C)CC(=O)Nc2ccc(Cl)c(S(=O)(=O)N(C)C)c2)cc1,0.6,i,i
CCCN1CCN(CC(=O)Nc2nncs2)CC1,-2.5,i,i
O=C(COc1ccccc1)Nc1ccc(N2CCN(C(=O)c3cccs3)CC2)cc1,-2.0,i,i
CCC1CN(C(=O)N2CCC(C(=O)NCCc3ccccc3OC)CC2)c2ccccc2O1 (stereo not drawn),0.2,i,i
CCOC(=O)c1sc2ncn(C(C)C(=O)OCC)c(=O)c2c1C (stereo not drawn),-1.7,i,i
Cc1cc(F)ccc1NC(=O)CCCN(C)S(=O)(=O)c1ccc(F)cc1,0.8,i,i
Cc1cc(C)n(-c2nnc(NCc3ccc(Cl)cc3)nn2)n1,1.5,i,i
CN1CCN(c2nc3c(c(=O)n(C)c(=O)n3C)n2Cc2ccc(F)cc2)CC1,-0.8,i,i
Cc1[nH]c2ccccc2c1C(=O)COC(=O)c1c(-c2ccccc2Cl)noc1C,-0.3,i,i
CCN(CC)CCN1C(=O)C(=O)/C(=C(/O)c2ccc(S(=O)(=O)N3CCOCC3)cc2)C1c1ccccc1 (stereo not drawn),-0.8,i,i
COc1cccc(/C=N/NC(=O)CN(CCc2ccccc2)S(=O)(=O)c2ccc(NC(C)=O)cc2)c1,-0.7,i,i
COC(=O)NC(C)N1C(=O)C2C3C=CC(C3)C2C1=O (stereo not drawn),-1.7,i,i
O=C(/C=C/c1ccccn1)c1cc(Cl)cc(Cl)c1O,-1.9,i,i
COc1ccc2c(c1)c(C(=O)CN1CCCCC1)c(C)n2C,-0.5,i,i
Cc1cccc(NC(=O)c2nc[nH]c2C(=O)Nc2ccccc2[N+](=O)[O-])c1,-1.2,i,i
Cc1cc2nc(-c3ccc[nH]c3=O)n(Cc3ccc(F)cc3)c2cc1C,-1.1,i,i
Cc1cc(C)n2nc(SCC(=O)NC(=O)NCc3ccco3)nc2n1,0.0,i,i
Cc1nn2c(-c3ccc(F)cc3)ccnc2c1Br,-0.9,i,i
O=C(N/N=C1\CC2CC=CC12)c1ccc(O)cc1 (stereo not drawn),-0.5,i,i
Cc1ccc(C)c2nc(SCC(=O)N3CCCc4ccccc43)c(C#N)cc12,-0.2,i,i
CCCCN(CCCC)C(=O)CN(C)S(=O)(=O)c1ccc2c(c1)n(C)c(=O)c(=O)n2C,-0.3,i,i
CCSc1ncc(/C=N/Nc2ccccc2)n1C,1.2,i,i
[N-]=[N+]=NC(c1ccccc1)c1nc2ccccc2[nH]c1=O (stereo not drawn),0.6,i,i
COc1ccc(C(=O)CC(=O)C(=O)Nc2ccc(C)c(C)c2)cc1,1.4,i,i
C=CCN(CC=C)C(=S)Nc1ccc(OC)c(OC)c1,-1.0,i,i
CC(C(=O)NC1CCCC1)N(Cc1ccc2c(c1)OCO2)C(=O)c1snc(C(N)=O)c1N (stereo not drawn),-1.8,i,i
O=C(CNC(=O)c1cccs1)c1ccc(F)cc1,0.5,i,i
COCc1c(C(=O)OCc2nc(N)nc(Nc3ccccc3C)n2)oc2ccccc12,-0.9,i,i
COC(=O)[C@H](C)NC(=O)COc1ccccc1,-0.6,i,i
C=CCSc1nnc(-c2ccc(Cl)cc2Cl)o1,-0.8,i,i
O=C(COc1ccccc1F)NC1CC1,-1.2,i,i
CCc1nnc(NC(=O)C2=CCN(S(=O)(=O)c3ccccc3)CC2)s1,0.4,i,i
COc1ccc(C)cc1NC(=O)Cn1cnnn1,0.2,i,i
N=c1c(-c2nc3ccccc3[nH]2)cc(C(=O)c2ccco2)nn1-c1ccccc1,-0.1,i,i
CS(=O)(=O)N1CC(C(=O)NN)Oc2ccc(Cl)cc21 (stereo not drawn),-0.7,i,i
CC(NCc1ccc(-c2ccccc2)cc1)C(O)c1ccccc1 (stereo not drawn),-0.1,i,i

# An excerpt of these results, tab-delimited.
smiles	STK33 kinase inh	CHT PAM	CHT block
Cc1nn2c(-c3ccc(F)cc3)ccnc2c1Br	-0.9	i	i
O=C(N/N=C1\CC2CC=CC12)c1ccc(O)cc1 (stereo not drawn)	-0.5	i	i
Cc1ccc(C)c2nc(SCC(=O)N3CCCc4ccccc43)c(C#N)cc12	-0.2	i	i
CCCCN(CCCC)C(=O)CN(C)S(=O)(=O)c1ccc2c(c1)n(C)c(=O)c(=O)n2C	-0.3	i	i
CCSc1ncc(/C=N/Nc2ccccc2)n1C	1.2	i	i
[N-]=[N+]=NC(c1ccccc1)c1nc2ccccc2[nH]c1=O (stereo not drawn)	0.6	i	i
COc1ccc(C(=O)CC(=O)C(=O)Nc2ccc(C)c(C)c2)cc1	1.4	i	i
C=CCN(CC=C)C(=S)Nc1ccc(OC)c(OC)c1	-1.0	i	i
CC(C(=O)NC1CCCC1)N(Cc1ccc2c(c1)OCO2)C(=O)c1snc(C(N)=O)c1N (stereo not drawn)	-1.8	i	i
O=C(CNC(=O)c1cccs1)c1ccc(F)cc1	0.5	i	i
COCc1c(C(=O)OCc2nc(N)nc(Nc3ccccc3C)n2)oc2ccccc12	-0.9	i	i
COC(=O)[C@H](C)NC(=O)COc1ccccc1	-0.6	i	i
C=CCSc1nnc(-c2ccc(Cl)cc2Cl)o1	-0.8	i	i
O=C(COc1ccccc1F)NC1CC1	-1.2	i	i
CCc1nnc(NC(=O)C2=CCN(S(=O)(=O)c3ccccc3)CC2)s1	0.4	i	i
COc1ccc(C)cc1NC(=O)Cn1cnnn1	0.2	i	i

# (cont.)
SMILES,STK33 kinase inh,CHT PAM,CHT block
CC(C)=CCCC1(C)C=Cc2c(c(C)cc3c2[nH]c2cc(O)ccc23)O1 (stereo not drawn),-0.3,i,i
CCOc1ccc(N(CC(=O)NC2CCCCC2)S(=O)(=O)c2ccccc2)cc1,-2.2,i,i
O=C(CCc1nc2ccccc2c(=O)[nH]1)N1CCN(S(=O)(=O)c2cccc(F)c2)CC1,1.4,i,i
Cc1cc(C)n(C(C)CNS(=O)(=O)c2ccccc2)n1 (stereo not drawn),-0.4,i,i
C/C(N)=C(/C#N)C(=O)COC(=O)CNC(=O)c1ccc(Cl)cc1Cl,-1.9,i,i
COCCn1ccc2c(OCC(=O)Nc3cc(OC)ccc3OC)cccc2c1=O,0.3,i,i
O=C(NCc1cccs1)c1noc2c1CCCC2,-1.3,i,i
COC(=O)CSc1nnc(CNc2ccc(Cl)cc2)n1-c1ccccc1,0.1,i,i
CCCCC1=CC2=CC(=O)C(C)(OC(=O)CCC(=O)OC)C(=O)C2=CO1 (stereo not drawn),0.4,i,i
Nc1cnccc1Oc1cccc(C(F)(F)F)c1,-2.0,i,i
Cc1ccccc1-c1nc(SCc2ccccn2)c2c(=O)n(C)c(=O)n(C)c2n1,-2.2,i,i
COc1ccc(NC(=O)C2=Cc3ccccc3OC2)cc1,-1.6,i,i
CC(NC(=O)c1ccc(Cl)cc1)c1nnc(SCC(=O)NC2=NCCS2)n1C (stereo not drawn),-0.6,i,i
CC1Cc2ccccc2N1C(=O)CNc1ccccc1N1CCCCC1 (stereo not drawn),0.1,i,i
Cc1ccc(OCCN2C(=O)c3ccccc3C2=O)c([N+](=O)[O-])c1,-1.8,i,i
Cc1cc(C(=O)CSc2nc(N)cc(N)n2)c(C)n1-c1cccc(C(F)(F)F)c1,2.1,i,i
COc1cccc(OC)c1C(=O)NNC(=O)c1ccc(F)cc1,0.1,i,i
CCOC(=O)c1cnn(-c2ccccc2)c1NC(=O)c1ccccc1,-1.3,i,i
NS(=O)(=O)c1ccc2c(c1)C(=NO)c1cc(S(N)(=O)=O)ccc1-2,72.0*,i,i
Cc1ccc(CN=c2c([N+](=O)[O-])nn(-c3cccc(Cl)c3)n2O)cc1,-0.8,i,i
Cn1nccc1C(=O)N1CCN(c2ccccc2Cl)CC1,-1.4,i,i
O=C(CSc1nnc(-c2ccoc2)o1)N1CCOCC1,0.0,i,i
Cc1nnc(NC(=O)CSc2nccn2Cc2ccc(F)cc2)s1,-0.9,i,i
O=C(CNC(=O)c1ccccc1C(=O)O)c1ccccc1,0.8,i,i
N#Cc1ccc(C(=O)NC2CCCc3ccccc32)cc1 (stereo not drawn),-0.3,i,i
COC(=O)c1sc(NC(=O)CSc2nncs2)c(C(=O)OC)c1C,-0.6,i,i
Cc1cc(=O)[nH]c(SCC(=O)c2c(N)n(C)c(=O)n(C)c2=O)n1,-1.5,i,i
Cc1cc(O)c(-c2cc(O)c(C)cc2O)cc1O,-2.1,i,i
O=C(O)C1CC(=O)N(CCc2ccc(F)cc2)C1 (stereo not drawn),-1.8,i,i
CCCCNC(=S)NNC(=O)c1ccoc1C,-2.2,i,i
CC(=O)Nc1ccccc1C(=O)C(=O)Nc1ccc(C(=O)N2CCOCC2)cc1,1.4,i,i
CC1CCN(C(=O)c2ccc3c(c2)OCO3)CC1,-0.2,i,i
Cn1cnc2cc(OC(=O)c3ccccc3)ccc21,0.8,i,i
O=C(COc1cccc2ccccc12)N1c2ccccc2CCc2ccccc21,0.0,i,i
Cc1ccc(C(C)CCN2CCC(n3nccc3NC(=O)c3ccccc3)CC2)o1 (stereo not drawn),-1.0,i,i
Clc1ccc2nncn2n1,-1.7,i,i
COc1ccc(C(CNC(=O)Nc2ccc(Cl)cc2)N2CCN(C)CC2)cc1 (stereo not drawn),-0.3,i,i
COc1cc(C(=O)Nc2scc(-c3ccccc3)c2C(=O)O)cc(OC)c1OC,-0.4,i,i
Cc1ccc(-n2ncc3c2CCCC3NC(=O)c2cnccn2)cc1C (stereo not drawn),6.4,i,i
COc1ccc(CCN(Cc2ccccn2)C(=S)Nc2cccc(SC)c2)cc1OC,-1.8,i,i
Cn1cnc(S(=O)(=O)N2CCN(C(c3ccc(F)cc3)c3ccc(F)cc3)CC2)c1,2.3,i,i
C#CCOCCOCCOCCNc1nc(N2CCN(C(=O)C(Cc3ccc(O)cc3)n3cc(C(N)CC(C)C)nn3)CC2)nc(N2CCN(C(=O)C(Cc3cc4ccccc4[nH]3)n3cc(C(N)C(C)CC)nn3)CC2)n1 (stereo not drawn),0.1,i,i
O=c1c2[nH]c3cccc(Cl)c3c2ncn1CC1CCCO1 (stereo not drawn),0.2,i,i
COc1cc(S(=O)(=O)N(Cc2cccc(OC)c2OC)CC2CCCO2)ccc1-n1cnnn1 (stereo not drawn),0.3,i,i
O=C(O)CSc1nnc(Cn2c(=O)sc3ccccc32)n1-c1cccc(Cl)c1,0.9,i,i
CCOC(=O)C1=C(N)OC2=C(C(=O)CCC2)C1c1ccccc1OC (stereo not drawn),-1.0,i,i
COc1cc(S(=O)(=O)N(CCc2ccccc2)Cc2cccs2)ccc1-n1cnnn1,0.2,i,i
COc1ccc(CN(CC(=O)NCc2ccccc2)C(=O)c2csnn2)cc1,2.3,i,i
O=C(CSc1nc2ccccc2[nH]1)N1CCN(C(=O)c2ccco2)CC1,0.8,i,i
Cc1ccc(C(=O)Nc2nnc(S(=O)(=O)N3CCCCCC3)s2)cc1,-0.6,i,i
Cc1cc(C)n(CC(O)Cn2c3ccccc3c3ccccc32)c(=O)n1 (stereo not drawn),0.4,i,i
CSc1cc(-c2ccco2)oc1C(=O)c1ccco1,-0.9,i,i
O=C(CCN1C(=O)c2ccccc2C1=O)Nc1cccc(S(=O)(=O)NC2=NCCC2)c1,-0.3,i,i
CCc1ccc(C(C(=O)NCc2ccc(OC)cc2)N(CCOC)C(=O)Cc2cccs2)cc1 (stereo not drawn),-0.4,i,i
Cn1cc(Cl)c(C(=O)OCC(=O)Nc2nc(-c3ccc(Br)cc3)cs2)n1,6.6,i,i
COc1ccccc1C(=O)NC(=O)COC(=O)Cc1ccccc1[N+](=O)[O-],0.7,i,i
CC(=O)c1sc(NC(=O)c2ccc(COc3ccccc3Cl)o2)nc1C,-0.1,i,i
COc1ccc(OCC(=O)O/N=C(\N)Cc2ccc(Cl)cc2Cl)cc1,14.6,i,i
CCOc1ccc(CC(=O)NNC(=O)/C=C/C(=O)O)cc1,0.3,i,i
c1ccc2c(c1)OCC(c1csc3ncnc(N4CCCC4)c13)O2 (stereo not drawn),-0.5,i,i

# Next section
SMILES,STK33 kinase inh,CHT PAM,CHT block
Cc1cc(NC(=O)Nc2cccc(C(F)(F)F)c2)n(C)n1,-1.8,i,i
COCCNC(=O)C(c1ccc(OC)cc1)N(Cc1ccco1)C(=O)CCC(=O)Nc1ccccn1 (stereo not drawn),-1.7,i,i
COc1ccc(NC(=O)N2CCCC2C(=O)Nc2ccc(C)c(Cl)c2)cc1 (stereo not drawn),-0.3,i,i
COc1ccc(C(=O)NN=C2CCCC2)cc1OC,-1.2,i,i
C=CCn1c(SCC(=O)Nc2ccc(F)cc2F)nnc1-c1cnccn1,-0.5,i,i
CCOC(=O)CN1CCC(c2ccccc2)CC1,-1.3,i,i
Cc1cc(C)nc(N2CCC(C(=O)Nc3ccc4c(c3)CCC4)CC2)n1,-0.3,i,i

# Bioassay records from PubChem.

# An unsorted share of the library, and some 1.5% of all compounds hit somewhere here.
